# Assay outcomes deposited in PubChem BioAssay by National Center for Advancing Translational Sciences (NCATS).
# RORg inh – ROR gamma (mouse) transcription inhibition; 310,000 tested, 5.4% active; Potency, µM (series often up to 53.6 µM), for inactives: top-dose activity change, negative = inhibition, most hits filed as inhibitors; Drosophila S2 Gal4-RORgamma UAS-luciferase reporter, 20 h; also: % is scaled to controls: 0 for no effect and ±100 for the full control effect; nearly all actives have a fitted effect of over 60% in size
# Target sequence (P51450 whole entry, looked up, the tested form may be a part): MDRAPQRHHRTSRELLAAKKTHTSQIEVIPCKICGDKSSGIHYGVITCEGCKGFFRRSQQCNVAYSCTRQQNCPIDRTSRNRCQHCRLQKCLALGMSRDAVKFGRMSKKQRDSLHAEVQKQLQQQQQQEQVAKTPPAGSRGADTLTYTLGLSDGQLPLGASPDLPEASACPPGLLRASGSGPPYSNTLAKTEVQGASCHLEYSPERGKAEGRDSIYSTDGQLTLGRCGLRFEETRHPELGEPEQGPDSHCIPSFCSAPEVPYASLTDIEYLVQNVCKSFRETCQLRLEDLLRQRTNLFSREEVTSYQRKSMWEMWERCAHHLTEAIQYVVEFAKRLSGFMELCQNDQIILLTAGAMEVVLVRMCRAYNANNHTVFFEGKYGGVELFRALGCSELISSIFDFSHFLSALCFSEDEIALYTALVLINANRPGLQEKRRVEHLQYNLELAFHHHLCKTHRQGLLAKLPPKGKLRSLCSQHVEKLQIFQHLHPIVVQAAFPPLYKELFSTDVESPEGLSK
#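 In this cell-based reporter format, copper sulfate (700 uM final) drives Gal4–ROR gamma fusion expression from a metallothionein promoter in Drosophila Schneider cells; compounds preincubated 1 hr, reporter read after 20 hr at ambient temperature.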
# ELG1 genotox – inducers of genotoxicity in HEK293T ELG1-luciferase cells; HEK293T ELG1-luciferase reporter, luminescence, 16 h; Potency, µM (series often up to 46 µM), inactives show top-dose activity change, positive = activation, hits mostly activators; 330,000 tested, 1.3% active; AID 504466; also: % of control where 0% means no effect; nearly all actives have a fitted effect of over 60% in size
#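 Cells (2,000/well) expressing the ELG1-luciferase fusion are dosed by pin tool and kept 16 hr at 37 °C, 5% CO2. Signal comes from ONE-Glo luciferase reagent after 30 min at room temperature.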
# p53 reactivation – re-activators of mutant p53. H1299 p53-A138V BP100-luciferase reporter, luminescence, 24 h. Potency, µM (top dose mostly 92.2 µM), without a hit: at the highest dose activity change, positive = activation, usual class: activators. 320,000 tested, 0.063% active. AID 504706; also: % of control where 0% means no effect; nearly all actives have a fitted effect of over 45% in size
#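 H1299 (p53-null), stable ts p53-A138V + BP100-Luc; 1000 cells/well, Opti-MEM/10% FBS; cpd 4 pt, 1:5; 24 h, 37 deg C, 5% CO2; detection reagent 10 min RT; luminescence.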
# VP16 counter – Gal4-VP16 reporter inhibition counter-screen. Potency, µM (titrated, usually from 53.6 µM), for the others: at the top dose activity, negative = inhibition, hits mostly inhibitors. Drosophila S2 Gal4-VP16 UAS-luciferase, luminescence, 20 h. 310,000 tested, 3.5% active. AID 2546;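 also: Gal4-VP16 expression switched on by copper sulfate through the metallothionein promoter; % is scaled to controls: 0 for no effect and ±100 for the full control effect; nearly all actives have a fitted effect of over 50% in size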
# FLuc modulator – counter-screen for miR-21 project: firefly luciferase inhibitors or activators. purified FLuc, Km substrates, luminescence inhibition. 360,000 tested, 6.9% active. Potency, µM (doses to about 57.5 µM), inactives show top-dose activity change, negative = inhibition, hits mostly inhibitors;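 also: plate controls were vehicle for no effect and reference inhibitor for full effect; nearly all actives have a fitted effect of over 55% in size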
#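 Purified P. pyralis luciferase (10nM final) with 10uM D-luciferin and 10uM ATP (Km levels) in 50mM Tris acetate pH 7.5, 10mM Mg acetate, 0.01% Tween-20, 0.05% BSA; qHTS 6-point titration, ~60 µM downward; luminescence read.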
# NPC1 prom act – activators of NPC1 promoter; 320,000 tested, 2.4% active; Huh7 NPC1 promoter luciferase reporter, 24 h; AID 485313; Potency, µM (doses to about 9.22 µM), without a hit: at the highest dose activation, actives largely listed as activators;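 also: % of control where 0% means no effect; nearly all actives have a fitted effect of over 60% in size; reporter is driven by a mutant NPC1 promoter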
#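 Quantitative HTS used a cell-based reporter: Huh7 cells stably bearing the NPC1 promoter upstream of luciferase were treated with compounds for 24 h, and promoter activation was read as luminescence.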
# MBNL1 CUG block – inhibitors of human MBNL1 binding to CUG repeat RNA. Potency, µM (top dose mostly 57.5 µM), inactives show at the highest dose activity change, negative = inhibition, actives largely listed as inhibitors. TR-FRET MBNL1-His/biotin-(CUG)12 binding, 665/545 ratio. 280,000 tested, 0.036% active. Q9NR56; active = well fitted inhibition curve with a large enough effect in the signal ratio, with a control signal flat, not every such curve was filed as active; inconclusive = small, poorly fitted or top-dose-only effect, or effect the other way, or a change in a side signal; inactive = no such curve, though single readings can be large or run the other way; the % refers to the signal ratio; also: % is scaled to controls: 0 for no effect and ±100 for the full control effect
# Target sequence (Q9NR56 whole entry, looked up): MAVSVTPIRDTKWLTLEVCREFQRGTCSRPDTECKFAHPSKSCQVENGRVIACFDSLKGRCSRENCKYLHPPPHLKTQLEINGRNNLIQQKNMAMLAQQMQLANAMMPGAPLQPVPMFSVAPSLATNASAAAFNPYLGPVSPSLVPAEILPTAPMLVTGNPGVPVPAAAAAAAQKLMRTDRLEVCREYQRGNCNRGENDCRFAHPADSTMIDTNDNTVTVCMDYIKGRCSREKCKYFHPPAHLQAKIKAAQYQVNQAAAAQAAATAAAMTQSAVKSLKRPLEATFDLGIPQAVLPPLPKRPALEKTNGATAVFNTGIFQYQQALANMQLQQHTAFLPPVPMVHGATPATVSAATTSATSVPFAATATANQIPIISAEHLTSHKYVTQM
#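 TR-FRET between His-tagged MBNL1 and biotin-(CUG)12 RNA, detected with Tb anti-His antibody (0.055 ng/ul) and streptavidin-XL665 (5 nM), 60 min at room temperature. Compounds titrated 92 nM to 58 uM; 665/545 nm ratio normalized to buffer and complex controls.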
# uPA generation – blocks generation of uPA at the cell surface; Potency, µM (doses to about 38.3 µM), for the others: top-dose activity change, negative = inhibition, usual class: inhibitors; cell surface uPA generation assay, qHTS; 330,000 tested, 0.31% active; AID 540303; active = well fitted inhibition curve with a large enough effect; inconclusive = small, poorly fitted or top-dose-only effect; inactive = no such curve, though single readings can be large or run the other way; tested in mouse RAW 264.7 cells; also: % is scaled to controls: 0 for no effect and ±100 for the full control effect; nearly all actives have a fitted effect of over 55% in size
# BRCA1 expr act – BRCA1 expression activation; 380,000 tested, 1.1% active; Potency, µM (top dose mostly 46.1 µM), for inactives: at the highest dose activation, actives largely listed as activators; AID 624202; MCF7-BRCA1-FFLuc reporter, luminescence, 48 h; response scale: scaled: vehicle 0%, 10 µM genistein 100%; also: nearly all actives have a fitted effect of over 80% in size; some results filed as inactive show a strong effect at the top dose
#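 Reporter cells (MCF7, BRCA1 promoter-firefly luciferase) received library compounds across a concentration series for 48 h. End-point luminescence was measured and concentration-effect curves derived after normalization.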
# Rab9 promoter act – Rab9 promoter activation. 320,000 tested, 2.8% active. Huh7 Rab9 promoter-luciferase reporter, luminescence, 24 h. Potency, µM (series often up to 9.22 µM), for inactives: top-dose activation, negative = inhibition, actives largely listed as activators. AID 485297; also: % of control where 0% means no effect; nearly all actives have a fitted effect of over 60% in size
#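 Stable Rab9-luc Huh7, 1500 cells/well, 2 h settle; cmpd in DMSO, 24 h, 37 °C/5% CO2; luciferase reagent 10 min RT; luminescence.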
# Numbers without * were called inactive; ? = inconclusive; . = not tested or not shown; [ ] = remark or other dose. Unless noted, calls follow the shape of the dose curve; as a rule, active = well fitted curve in the direction sought with a large enough effect; inconclusive = small, poorly fitted or top-dose-only effect, or another doubt; inactive = no such curve, though single readings can be large; an effect the other way counts as inactive or inconclusive. Potency is read from the fitted curve at half-maximal effect. Rows are unselected; about 13% have a hit in one of these screens.
# Start of the data: the first 9 records, ahead of the listing:
SMILES,RORg inh,ELG1 genotox,p53 reactivation,VP16 counter,FLuc modulator,NPC1 prom act,MBNL1 CUG block,uPA generation,BRCA1 expr act,Rab9 promoter act
O=C(CC1C(=O)NCCN1CC1CCCCC1)NCc1ccc(F)cc1F (stereo unspecified),26%,?,7%,-7%,?,2.8µM*,3%,-2%,-34%,2.8µM*
NC(=O)c1ccc(NCC2CCCO2)c([N+](=O)[O-])c1 (stereo unspecified),-21%,5%,2%,-17%,-1%,6%,?,-1%,7%,4%
C=CCN1C(=O)CN=C1Nc1cc(C)ccc1C,-17%,?,-2%,-4%,8%,0%,0%,1%,1%,7%
CNC(=S)/N=C/NOCc1ccc(Cl)cc1Cl,-24%,-8%,-3%,-11%,-10%,-15%,1%,-16%,-73%,-12%
Cc1cccc(C(=O)O/N=C(\c2ccccc2)c2cccnc2)c1,-11%,-2%,-16%,?,?,0%,-14%,0%,5%,3%
Cc1ccc(CNC(=O)c2ccc3c(c2)NC(=O)C(N2CCOCC2)S3)cc1 (stereo unspecified),24%,-5%,13%,3%,0%,-9%,1%,3%,-20%,-7%
CCOC(=O)Cc1csc(NC(=O)/C=C\c2ccccc2)n1,5%,-2%,1%,-5%,5.4µM*,22%,19%,-7%,20%,9%
O=C(c1ccccc1Sc1ccc([N+](=O)[O-])cc1Cl)N1CCOCC1,8%,-1%,11%,-7%,0%,-5%,?,0%,-29%,-6%
CN(C)C(=O)c1ccccc1Sc1cc(Cl)ccc1Cl,-18%,1%,-3%,5%,2%,2%,-1%,1%,-37%,-2%

# The whole of this part, from the first entry:
SMILES,RORg inh,ELG1 genotox,p53 reactivation,VP16 counter,FLuc modulator,NPC1 prom act,MBNL1 CUG block,uPA generation,BRCA1 expr act,Rab9 promoter act
O=C(CC1C(=O)NCCN1CC1CCCCC1)NCc1ccc(F)cc1F (stereo unspecified),26%,?,7%,-7%,?,2.8µM*,3%,-2%,-34%,2.8µM*
NC(=O)c1ccc(NCC2CCCO2)c([N+](=O)[O-])c1 (stereo unspecified),-21%,5%,2%,-17%,-1%,6%,?,-1%,7%,4%
C=CCN1C(=O)CN=C1Nc1cc(C)ccc1C,-17%,?,-2%,-4%,8%,0%,0%,1%,1%,7%
CNC(=S)/N=C/NOCc1ccc(Cl)cc1Cl,-24%,-8%,-3%,-11%,-10%,-15%,1%,-16%,-73%,-12%
Cc1cccc(C(=O)O/N=C(\c2ccccc2)c2cccnc2)c1,-11%,-2%,-16%,?,?,0%,-14%,0%,5%,3%
Cc1ccc(CNC(=O)c2ccc3c(c2)NC(=O)C(N2CCOCC2)S3)cc1 (stereo unspecified),24%,-5%,13%,3%,0%,-9%,1%,3%,-20%,-7%
CCOC(=O)Cc1csc(NC(=O)/C=C\c2ccccc2)n1,5%,-2%,1%,-5%,5.4µM*,22%,19%,-7%,20%,9%
O=C(c1ccccc1Sc1ccc([N+](=O)[O-])cc1Cl)N1CCOCC1,8%,-1%,11%,-7%,0%,-5%,?,0%,-29%,-6%
CN(C)C(=O)c1ccccc1Sc1cc(Cl)ccc1Cl,-18%,1%,-3%,5%,2%,2%,-1%,1%,-37%,-2%
CC(=O)N1CCC(=NNc2ncc(C(F)(F)F)cc2Cl)CC1,3.2µM*,1%,0%,?,0%,2%,6%,.,-81%,2%
O=C(CCCN1C(=O)S/C(=C/C=C/c2ccccc2)C1=O)Nc1ccc(C(=O)O)cc1,-28%,7%,0%,-6%,0%,1%,-3%,-8%,0%,-4%
Cc1cc(NC(=O)CSc2nnc(C3CC3)n2-c2ccccc2)no1,2%,-1%,4%,-11%,0%,-3%,1%,5%,16%,0%
COc1ccc(Br)cc1S(=O)(=O)NCCc1cccs1,.,0%,2%,.,.,.,.,-24%,-7%,.
COC(=O)CN1C(CN2CCOCC2)=Nc2ccc(Br)cc2C1c1ccccc1 (stereo unspecified),-36%,-4%,-3%,0%,0%,0%,.,-2%,0%,10%
C=CCSC1=N/C(=C\c2cc(OCC)c(OC(C)=O)c([N+](=O)[O-])c2)C(=O)S1,-3%,0%,9%,?,-2%,3%,.,-14%,-18%,1%
Cc1cc2oc(C(=O)N(Cc3cccs3)C3CCS(=O)(=O)C3)cc(=O)c2cc1Cl (stereo unspecified),?,0%,-5%,0%,-5%,-5%,7%,-7%,6%,-4%
COc1ccc(Cl)cc1NC(=O)CN(C)C(=O)c1ccc(C)s1,.,-3%,-10%,.,1%,-3%,.,1%,-41%,-4%
CCOC(=O)Nc1ccc(S(=O)(=O)NCc2ccccc2)cc1,38%,-4%,-2%,-11%,2%,-2%,-1%,-6%,-47%,-7%
Nn1c(SCc2nc3ccccc3[nH]2)nnc1-c1cccnc1,-6%,0%,-2%,-5%,-2%,-5%,7%,.,2%,3%
O=C(COc1coc(CN2CCc3ccccc3C2)cc1=O)Nc1ccccc1F,.,1%,-5%,.,1%,-3%,.,-2%,-2%,-5%
COc1cccc(-c2nc3cc(C)ccc3o2)c1,?,1.3µM*,42%,-3%,0.76µM*,3.2µM*,-4%,-7%,11%,4µM*
O=C(NCc1cccnc1)c1ccccc1-c1nc(-c2ccccc2)no1,1%,-6%,-3%,-1%,?,0%,-1%,1%,29%,20%
COc1ccc(S(=O)(=O)N2CCOCC2)cc1NC(=O)COc1ccc2ccc(=O)oc2c1,.,2%,-9%,.,.,.,.,-2%,-6%,.
COC(=O)CCN1CCN(S(=O)(=O)c2ccc3c(c2)OCCO3)CC1,.,1%,5%,.,.,-3%,.,16%,-22%,1%
CCSc1nc2nn(-c3ccccc3)c(=O)c-2c2n1CCCCC2,-4%,0%,-5%,-8%,2%,0%,9%,-5%,-12%,-2%
COc1ccc(Cn2nnnc2C(c2ccc(N(C)C)cc2)N2CCC(C)CC2)cc1 (stereo unspecified),-27%,-5%,-16%,2%,0%,0%,10%,12%,-37%,-1%
C[C@H](NC(=O)[C@@H]1Cc2ccccc2CN1C(=O)OC(C)(C)C)C(=O)NCC1CCCO1 (stereo partly specified),1%,3%,7%,12%,1%,0%,-7%,0%,-5%,0%
COc1ccc(CCNC(=O)c2cc([N+](=O)[O-])ccc2N2CCOCC2)cc1,.,-2%,-10%,.,3%,-9%,.,?,-82%,-4%
O=S(=O)(Nc1ccc(Cc2ccncc2)cc1)c1cccs1,?,-6%,-10%,-15%,2%,1%,-22%,-7%,-7%,1%
Cc1nc(SCC(=O)c2ccc(Cl)cc2)c([N+](=O)[O-])[nH]1,?,-2%,-5%,2%,-7%,-4%,?,0%,1%[1.84 µM],1%
Nc1ncn(CC(=O)c2ccccc2)n1,13%,0%,-2%,3%,2%,-2%,-5%,-6%,-3%,-7%
CN(C)CCOC(=O)C12CC3(C)CC(C)(CC(C)(C3)C1)C2,-44%,0%,-1%,10%,-1%,-1%,-6%,4%,-25%,-2%
COc1c(Cl)cc(C(=O)NN)cc1Cl,?,?,8%,?,1%,-3%,-3%,-10%,-56%,3%
COc1ccc(C(=O)N(Cc2ccccc2)Cc2cc3cc4c(cc3[nH]c2=O)OCCO4)cc1,-4%,-9%,6%,-4%,-5%,-20%,-1%,.,-67%,-2%
COc1ccccc1/C(C)=N/NC(=S)NCc1ccccc1,3.2µM*,-4%,0%,7.1µM*,5%,26%,-1%,8%,0%,19%
Fc1ccc(NCc2cn3ccccc3n2)cc1,2%,-3%,?,?,15µM*,3.2µM*,-9%,-7%,?,4µM*
CN1CCCC(OC(=O)c2cccc(Br)c2)C1 (stereo unspecified),-7%,8%,.,5%,2%,1%,-2%,3%,17%,2%
O=C(O)C1CC=CCC1C(=O)NCCCN1CCCC1=O (stereo unspecified),.,1%,.,.,0%,-6%,-11%,-7%,12%,3%
Cc1ccc(C(=O)Nc2cccc(S(=O)(=O)N3CCOCC3)c2)cc1[N+](=O)[O-],43%,-4%,2%,0%,-1%,3%,.,0%,-11%,0%
CCOc1ccc(NC(=O)Cc2ccccc2)c([N+](=O)[O-])c1,37%,7%,6%,4%,-18%,2%,35%[activator],0%,32%,10%
COc1ccc(OC2CCN(S(=O)(=O)c3ccccc3)CC2)cc1,6%,-3%,-3%,-4%,1%,-1%,-4%,1%,-5%,1%
CC(/C=C/c1ccccc1)=N/O,5%,8%,?,-14%,?,13%,?,2%,42%,16%
c1ccc(-c2nc(NCCCn3ccnc3)c3ccccc3n2)cc1,-9%,-10%,1%,1%,-2%,-5%,2%,4%,-44%,0%
O=C(CN1C(=O)c2ccccc2C1=O)NC1CCC(O)CC1 (stereo unspecified),.,2%,8%,.,4%,1%,.,1%,-32%,-2%
Cc1ccc(-c2nn(C)c(=O)c3ccccc23)cc1CNS(C)(=O)=O,8%,?,-18%,-1%,-6%,-2%,0%,-6%,-54%,-4%
